# p-CIP stab down: lowers stability of the mouse p/CIP coactivator protein; Q05BA5; F442A p/CIP-EGFP cells, EGFP fluorescence, 16 h; decrease of EGFP signal, % at 10 µM; actives 0.01% (n = 290,000);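 active = EGFP signal decrease of at least 30% at 10 µM or well 3 SD below plate mean, unless failing retest; inactive = the rest, including hits failing retest or dose response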; also: some compounds called inactive have numbers as strong as hits; many of its hits are not listed in these tables
# Target sequence (Q05BA5 1-1403): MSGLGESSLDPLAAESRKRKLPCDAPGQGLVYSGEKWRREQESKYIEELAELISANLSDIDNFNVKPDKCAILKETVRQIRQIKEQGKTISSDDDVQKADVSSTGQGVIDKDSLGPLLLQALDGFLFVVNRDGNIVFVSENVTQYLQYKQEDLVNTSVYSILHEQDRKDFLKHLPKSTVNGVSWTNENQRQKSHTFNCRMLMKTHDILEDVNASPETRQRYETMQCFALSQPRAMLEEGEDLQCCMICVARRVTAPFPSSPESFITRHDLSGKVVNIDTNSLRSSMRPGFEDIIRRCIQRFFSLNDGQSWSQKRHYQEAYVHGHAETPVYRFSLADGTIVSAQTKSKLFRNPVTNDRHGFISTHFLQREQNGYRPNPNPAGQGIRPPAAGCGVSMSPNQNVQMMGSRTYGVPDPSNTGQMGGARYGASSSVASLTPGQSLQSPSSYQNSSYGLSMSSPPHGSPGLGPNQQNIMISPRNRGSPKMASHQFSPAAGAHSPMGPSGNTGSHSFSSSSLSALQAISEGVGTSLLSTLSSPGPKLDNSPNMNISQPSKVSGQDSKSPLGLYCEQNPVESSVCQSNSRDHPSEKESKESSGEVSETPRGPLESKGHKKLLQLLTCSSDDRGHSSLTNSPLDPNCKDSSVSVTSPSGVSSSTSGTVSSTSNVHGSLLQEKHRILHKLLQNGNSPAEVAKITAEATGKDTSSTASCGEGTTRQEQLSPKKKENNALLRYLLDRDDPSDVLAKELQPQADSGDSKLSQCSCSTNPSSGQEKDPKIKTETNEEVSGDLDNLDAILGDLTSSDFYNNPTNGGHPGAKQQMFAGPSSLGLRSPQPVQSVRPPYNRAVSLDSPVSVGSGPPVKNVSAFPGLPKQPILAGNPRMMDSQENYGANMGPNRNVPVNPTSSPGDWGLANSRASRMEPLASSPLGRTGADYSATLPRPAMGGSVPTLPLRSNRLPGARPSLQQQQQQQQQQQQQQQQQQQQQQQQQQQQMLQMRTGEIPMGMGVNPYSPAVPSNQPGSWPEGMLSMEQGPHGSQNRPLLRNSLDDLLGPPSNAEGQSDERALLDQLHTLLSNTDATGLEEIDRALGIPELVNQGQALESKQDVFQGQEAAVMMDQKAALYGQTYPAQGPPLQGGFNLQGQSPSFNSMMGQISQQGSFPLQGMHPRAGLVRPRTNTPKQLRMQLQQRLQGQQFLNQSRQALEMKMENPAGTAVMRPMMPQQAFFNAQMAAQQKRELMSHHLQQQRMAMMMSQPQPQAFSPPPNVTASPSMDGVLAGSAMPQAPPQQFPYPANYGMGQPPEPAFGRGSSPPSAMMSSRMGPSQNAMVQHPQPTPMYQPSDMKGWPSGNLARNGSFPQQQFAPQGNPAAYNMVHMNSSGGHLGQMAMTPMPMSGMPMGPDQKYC
# PfM18AAP inh: PfM18AAP enzyme inhibition; actives 1.2% (n = 290,000); inhibition, % at 7.35 µM; recombinant PfM18AAP, H-Glu-NHMec fluorogenic cleavage; AID 1822;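 active = inhibition above the campaign mean inhibition over all tested compounds plus 3 SD, cut at about 28% in these data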;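 also: 0% = plate median of test compound wells and 100% = 2 mM ZnCl2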
# NS3 helicase inh: blocks Hepatitis C virus NS3 helicase unwinding. NS3 helicase DNA unwinding, Cy5 molecular beacon fluorescence. inhibition, % at 10.9 µM. actives 0.56% (n = 290,000);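 active = inhibition above the mean of all tested compounds plus 3 SD, set per campaign, cut at about 35% in these data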;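 also: 0% = DMSO wells and 100% = thioflavine S control wells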
#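 assay system = NS3 helicase fragment of HCV | buffer or medium = MOPS pH 6.5, MgCl2, DTT, Tween20, BSA | timing = 60 min unwinding reaction at 25 °C after ATP addition | signal = Cy5 beacon fluorescence read at start and 1 h | read-out basis = % inhibition of unwinding | control set = low DMSO, high thioflavine S at 110 µM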
# DNA FID counter: fluorescent intercalator displacement, NS3 helicase counter-screen; DNA fluorescent intercalator displacement, fluorescence; actives 0.17% (n = 290,000); inhibition, % at 7.9 µM; in the data active = inhibition above about 37%;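 also: 0% = vehicle and 100% = reference compound; higher means more ethidium bromide displaced from hairpin DNA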
# VIM-2 inhibitor: blocks Pseudomonas aeruginosa VIM-2 metallo-beta-lactamase; purified VIM-2, nitrocefin hydrolysis, epi-absorbance fluorescence; inhibition, % at 5.6 µM; actives 0.89% (n = 290,000);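 active = inhibition above the mean of all tested compounds plus 3 SD, cutoff set per screening run, cut at about 7.5% in these data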;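 also: red hydrolysis product quenches plate fluorescence so inhibitors raise well fluorescence; 0% = enzyme with DMSO and 100% = DMSO without enzyme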
# SUMO HTRF inh: blocks human SUMOylation mediated by UBC9; actives 0.36% (n = 290,000); HTRF SUMOylation assay, SAE1/SAE2 + UBC9, in vitro; P63279; inhibition, % at 35 µM; in the data active = inhibition above about 50%, passing the limit was not always enough; also: strong numbers were not always called active
# IMP-1 inh: blocks Pseudomonas aeruginosa IMP-1 metallo-beta-lactamase; purified IMP-1, nitrocefin hydrolysis, epi-absorbance fluorescence; inhibition, % at 5.6 µM; actives 0.45% (n = 290,000); AID 1556;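 active = inhibition above the mean plus 3 SD of all compounds in the same screening run, cut at about 4.5% in these data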;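 also: 0% = IMP-1 with DMSO and 100% = DMSO wells lacking enzyme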
#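 System: Purified IMP-1 | Read-out basis: Percent enzyme inhibition | Controls: IMP-1 with DMSO as 0%, enzyme-free DMSO as 100% | Replicates: One well per compound | Doses: 5.6 µM nominal single concentration | Detection: Epi-absorbance fluorescence, 480 nm excitation, 530 nm emission | Incubation: 25 °C, 15 min preincubation, 25 min reaction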
# IDE cell inh: inhibitors of human insulin-degrading enzyme in cells | P14735 | HEK cells, FAbetaB cleavage, fluorescence polarization | inhibition, % at 5.59 µM | actives 0.41% (n = 320,000) | AID 434962;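 active = percent inhibition above the average of all tested compounds plus 3 SD, set per screening campaign, cut at about 16% in these data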;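 also: IDE supplied by intact live HEK cells; FP after avidin binding of uncleaved biotin substrate so inhibition keeps polarization high; 0% = DMSO wells and 100% = 60 µM reference IDE inhibitor Ii1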
# IDE cell activ: boosts human insulin-degrading enzyme activity in HEK cells; P14735; FAbeta-B cleavage, fluorescence polarization; 0% vehicle, 100% cell-free pure enzyme wells; activation, % at 5.96 µM; actives 0.073% (n = 340,000);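 active = activation above the mean of all tested compounds plus 3 SD, set per screening campaign, cut at about 17% in these data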
# * marks the source's active call; other numbers are inactive results; . = no result given.
# Labels used below – A = p-CIP stab down; B = PfM18AAP inh; C = NS3 helicase inh; D = DNA FID counter; E = VIM-2 inhibitor; F = SUMO HTRF inh; G = IMP-1 inh; H = IDE cell inh; I = IDE cell activ
O=c1[nH]c2ccc(NS(=O)(=O)c3ccc4ccccc4c3)cc2[nH]1
  A: -3; B: -10; C: 19; D: -5; E: -1.2; F: 4; G: -6.2; H: 0; I: -1

Cc1c(Cl)sn(-c2ccc(Cl)cc2)c1=O
  A: -9; B: 58*; C: 14; D: -2; E: -1.1; F: 22; G: -1.7; H: .; I: -55

O=C1COc2ccc(C(=O)NCc3ccco3)cc2N1
  A: -28; B: 0; C: 6; D: -2; E: -2.2; F: -3; G: -3.1; H: 0; I: 6

N=c1sccn1CC(=O)Nc1ccc(S(N)(=O)=O)cc1
  A: 2; B: 0; C: -2; D: -3; E: -2.2; F: 11; G: -3.5; H: -5; I: 1

O=C1/C(=C\c2ccco2)SC(=S)N1C1CCCCC1
  A: -8; B: 24; C: 39*; D: -10; E: -1.9; F: 23; G: -0.9; H: -1; I: .

O=[N+]([O-])c1ccc(Oc2cccc3cccnc23)c(Cl)c1
  A: -12; B: 2; C: -3; D: -13; E: -1.4; F: 5; G: 0.8; H: 0; I: 0

CCOC(=O)/C(C#N)=C/Nc1cc(C(C)(C)C)sc1C(C)=O
  A: 0; B: 4; C: -3; D: -6; E: -0.9; F: 21; G: -2.0; H: 7; I: -1

C=CCc1cc(C)ccc1OCCOCCC(C(=O)OCC)C(=O)OCC
  A: -11; B: -3; C: 4; D: -25; E: -0.9; F: -22; G: -1.2; H: 2; I: 3

COC(=O)c1c(C)oc2ccc(N(C(=O)c3ccncc3)S(=O)(=O)c3ccc(C)cc3C)cc12
  A: -1; B: 4; C: -4; D: -2; E: -2.2; F: 6; G: -2.6; H: 5; I: 3

CCNC(=O)CSc1ncnc2sccc12
  A: 2; B: 5; C: 8; D: 2; E: -4.6; F: 4; G: 1.8; H: -5; I: 3

O=C(N/N=C/c1ccncc1)c1cc(-c2ccc(Br)s2)[nH]n1
  A: -13; B: 5; C: -1; D: -17; E: -0.7; F: 11; G: -5.0; H: 12; I: -8

Cc1noc(C)c1CN1C(=O)c2ccccc2C1=O
  A: -12; B: 9; C: 21; D: -13; E: -2.9; F: 0; G: 4.8*; H: 5; I: 6

CCC(O)C1CCN(C(=O)c2cc(COc3ccc4ncccc4c3)on2)CC1 (configuration not stated)
  A: -11; B: -15; C: -4; D: -41; E: 3.1; F: 6; G: -1.0; H: 5; I: .

C=CCn1c(COc2ccc(F)cc2)nnc1SCC(=O)N1CC(=O)Nc2ccccc21
  A: -10; B: -3; C: -8; D: -29; E: -1.0; F: 23; G: -2.0; H: 1; I: -1

O=C(Nc1nccs1)C1CC(=O)N(c2ccc(Cl)cc2)C1 (configuration not stated)
  A: 11; B: 4; C: 2; D: -8; E: -3.1; F: -6; G: -3.2; H: -1; I: 1

Cc1ccc(NC(=S)NC2CCSc3ccccc32)cc1 (configuration not stated)
  A: -23; B: 8; C: 0; D: -10; E: -1.1; F: -17; G: -0.1; H: -3; I: 5

Cc1ccc(OCC(O)CNCc2ccc(F)cc2)cc1 (configuration not stated)
  A: 2; B: 1; C: 5; D: 6; E: 0.9; F: -6; G: -1.2; H: 3; I: 0

O=C(/C=C/c1ccccc1)Oc1ccccc1C(=S)N1CCOCC1
  A: -5; B: -7; C: 4; D: -20; E: -3.9; F: 0; G: -3.2; H: -1; I: -1

C=CCc1cc(C)ccc1OCCn1ccnc1
  A: -10; B: 0; C: -5; D: 19; E: -4.7; F: 27; G: -3.1; H: -1; I: 3

COc1cccc(CNC(=O)CSc2ccc(-c3ccncc3)nn2)c1
  A: -1; B: 5; C: 8; D: -1; E: -5.7; F: 2; G: -6.1; H: -2; I: .

O=C(CCN1C(=O)C2C3C=CC(C3)C2C1=O)NCc1cccnc1 (configuration not stated)
  A: 2; B: 8; C: 0; D: -1; E: -3.0; F: 5; G: -1.3; H: 0; I: 2

COc1ccc(CN(CC2CCC(C(=O)O)CC2)C(=S)Nc2cc(Cl)ccc2OC)cc1 (configuration not stated)
  A: 8; B: 12; C: 20; D: -36; E: -0.4; F: 21; G: -1.1; H: 8; I: 3

Cc1ccc2cc(CN(CC3CCCO3)C(=O)Nc3ccccc3F)c3nnnn3c2c1 (configuration not stated)
  A: 14; B: -2; C: -1; D: 3; E: -3.2; F: -1; G: -1.7; H: 1; I: 4

CC1CCc2nc3ccc(S(=O)(=O)N4CCC(C(=O)NC5CCCC5)CC4)cc3c(C(=O)O)c2C1 (configuration not stated)
  A: -12; B: -8; C: 4; D: -34; E: -2.0; F: 25; G: -1.9; H: .; I: 2

OC(CNCCc1ccccc1)COc1ccc(OCC(O)CNCCc2ccccc2)cc1 (configuration not stated)
  A: 0; B: -10; C: -46; D: 30; E: -0.3; F: 7; G: -0.7; H: -5; I: 7

O=C(O)c1ccccc1C(=O)N1CCN(C(=O)c2ccccc2Cl)CC1
  A: -2; B: 4; C: 4; D: 2; E: -1.2; F: 21; G: -3.1; H: -6; I: 2

CCn1cc(S(=O)(=O)c2ccc(OC)cc2)c(=O)c2cc(OC)ccc21
  A: -10; B: 9; C: 31; D: -25; E: -1.6; F: 10; G: 0.0; H: 0; I: 5

Cn1ncc(Cl)c1C(=O)NC(=S)Nc1sc2c(c1C#N)CCCCC2
  A: -7; B: 1; C: -7; D: -2; E: -2.7; F: -2; G: -2.2; H: 0; I: -3

Cc1cc(C)nc(N2CCCC(C(=O)Nc3nnc(C(C)C)s3)C2)n1 (configuration not stated)
  A: -9; B: -2; C: 7; D: 4; E: -4.0; F: 3; G: -1.7; H: .; I: .

CC(CC(=O)Nc1cccc(F)c1)S(=O)(=O)c1ccc2c(c1)NC(=O)CO2 (configuration not stated)
  A: 8; B: 4; C: -9; D: -10; E: -1.9; F: 9; G: -0.7; H: 1; I: -3

Cc1ccc(NC2CCCN(C(=O)c3ccoc3)C2)cc1C (configuration not stated)
  A: 8; B: 12; C: 2; D: -8; E: 0.2; F: -2; G: 0.9; H: 3; I: 7

Cc1cccc2sc(N(CCCN(C)C)C(=O)c3nc4ccccc4s3)nc12
  A: 5; B: -1; C: -1; D: 5; E: -1.2; F: 6; G: -3.4; H: 3; I: 5

CC(=O)c1ccc(NC(=O)CCS(=O)(=O)c2ccc3c(c2)n(C)c(=O)c(=O)n3C)cc1
  A: -10; B: -1; C: 0; D: -4; E: 0.1; F: -3; G: 0.6; H: 0; I: 2

O=C(NC1CCCN(Cc2ccc(Cl)cc2)C1)c1ccccc1C(F)(F)F (configuration not stated)
  A: 0; B: -4; C: -13; D: -4; E: -1.0; F: -1; G: 0.6; H: 1; I: -3

CSc1sc(C(=O)NCC2CC2)c2c1S(=O)(=O)N(C)c1ccccc1-2
  A: -1; B: 1; C: -4; D: 1; E: -2.0; F: -24; G: -1.6; H: -11; I: 3

CCCCOC(=O)n1c(SCC(=O)N(C)C)nc2ccccc21
  A: 4; B: -11; C: 8; D: -33; E: 4.5; F: -10; G: 0.1; H: -1; I: -5

COc1cccc(NC(=O)C(Sc2nnnn2C)c2ccccc2)c1 (configuration not stated)
  A: -3; B: -3; C: 5; D: -15; E: -1.5; F: 7; G: -5.0; H: 0; I: 0

CC(=O)N1CCC(N(C(=O)Nc2ccc(C)c(C)c2)C2CCCC2)CC1
  A: 1; B: -1; C: 3; D: 6; E: -0.4; F: -13; G: -2.0; H: -3; I: 4

O=C(Nc1ccccc1C(=O)O)c1ccc(CN2C(=O)c3ccccc3C2=O)cc1
  A: -10; B: -8; C: 26; D: 3; E: 0.3; F: 11; G: -2.9; H: 7; I: 2

Cc1ccccc1/C=N/Nc1ccnc2cc(Cl)ccc12
  A: 4; B: 4; C: 0; D: 8; E: -3.9; F: -8; G: -3.4; H: 8; I: -3

# Part of the list above, set out differently:
canonical_smiles | p-CIP stab down | PfM18AAP inh | NS3 helicase inh | DNA FID counter | VIM-2 inhibitor | SUMO HTRF inh | IMP-1 inh | IDE cell inh | IDE cell activ
CC(=O)c1ccc(NC(=O)CCS(=O)(=O)c2ccc3c(c2)n(C)c(=O)c(=O)n3C)cc1 | -10 | -1 | 0 | -4 | 0.1 | -3 | 0.6 | 0 | 2
O=C(NC1CCCN(Cc2ccc(Cl)cc2)C1)c1ccccc1C(F)(F)F (configuration not stated) | 0 | -4 | -13 | -4 | -1.0 | -1 | 0.6 | 1 | -3
CSc1sc(C(=O)NCC2CC2)c2c1S(=O)(=O)N(C)c1ccccc1-2 | -1 | 1 | -4 | 1 | -2.0 | -24 | -1.6 | -11 | 3

# Records listed above shown as hits in PfM18AAP inh.
SMILES	p-CIP stab down	PfM18AAP inh	NS3 helicase inh	VIM-2 inhibitor	SUMO HTRF inh	IMP-1 inh	IDE cell inh	IDE cell activ
Cc1c(Cl)sn(-c2ccc(Cl)cc2)c1=O	-9	58*	14	-1.1	22	-1.7	.	-55

# Additional entries
# Labels used below – A = p-CIP stab down; B = PfM18AAP inh; C = NS3 helicase inh; D = DNA FID counter; E = VIM-2 inhibitor; F = SUMO HTRF inh; G = IMP-1 inh; H = IDE cell inh; I = IDE cell activ
CC1CCCC(NC(=O)COC(=O)Cc2c[nH]c3ccccc23)C1C (configuration not stated)
  A: 2; B: -8; C: 10; D: -26; E: 2.2; F: 13; G: -0.2; H: -4; I: 5

N#Cc1ccc(C(=O)Nc2ccn(-c3ccccc3)n2)cc1
  A: 4; B: 0; C: 6; D: -15; E: -3.9; F: -10; G: -3.5; H: 3; I: -4

COC(=O)C1CCN(C(=O)/C=C/c2ccccc2)CC1
  A: 11; B: -4; C: -6; D: -12; E: -4.3; F: -21; G: -1.9; H: 2; I: 5

CC(=O)c1cc(C#N)c(NCCCN(C)C)nc1C
  A: -8; B: -9; C: 2; D: -1; E: 0.6; F: 11; G: -2.9; H: -1; I: 6

CC(=O)Nc1c2c(nn1-c1ccccc1C)CSC2
  A: -9; B: 1; C: 1; D: 0; E: -0.2; F: 2; G: -2.0; H: -4; I: 5

COc1ccc(NC(=O)C2CC(=O)N(c3ccccc3C)C2)c(OC)c1 (configuration not stated)
  A: -14; B: 11; C: 2; D: -18; E: -3.5; F: 0; G: -2.3; H: 4; I: 2

O=C(CSc1nc(-c2ccc(Cl)cc2)[nH]c(=O)n1)Nc1cccc(Cl)c1
  A: -8; B: 9; C: 21; D: -20; E: 0.6; F: 38; G: -1.3; H: 0; I: .

# Complete entries as entered above. Values in the order: p-CIP stab down	PfM18AAP inh	NS3 helicase inh	DNA FID counter	VIM-2 inhibitor	SUMO HTRF inh	IMP-1 inh	IDE cell inh	IDE cell activ
# Cc1ccc(OCC(O)CNCc2ccc(F)cc2)cc1 (configuration not stated) is listed with 2	1	5	6	0.9	-6	-1.2	3	0
# O=C1/C(=C\c2ccco2)SC(=S)N1C1CCCCC1 is listed with -8	24	39*	-10	-1.9	23	-0.9	-1	.
